High-throughput results: PubChem BioAssay, several laboratories
T cell modulator – T cell immune modulation candidate; 2C CD8+ T cell-vesicle binding, flow cytometry; active compounds read low; calls only at 7 µM; actives 0.068% (n = 330,000); AID 2052;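 active means response, share of CD8 T cells binding vesicles, and their 90th percentile fluorescence all below set limits, cut at about 80% in these data, passing the limit was not always enough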
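material = purified 2C TCR transgenic mouse naive CD8+ T cells | controls = Unloaded micro-vesicles (low), QL9 vesicles with 0.7% DMSO (high) | detection = cytometric PE anti-B7-1 and Alexa647 anti-CD8 signals after 1% paraformaldehyde fixation | incubation = binding step 1.5 h, 37 °C, antibody labelling 20 min, ice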
Insulin prom up – MIN6 insulin promoter up-regulation; MIN6 insulin promoter-GFP reporter, high-content imaging; active compounds read high; z-score at 5 µM; actives 0.3% (n = 190,000); AID 1625;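 active means z-score above 3 at 5 µM with at least 500 cells counted in the well; inconclusive means wells under 500 cells, flagged as cytotoxic or low count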
MT stabilizer – stabilizes microtubules in HeLa cells; HeLa tubulin immunostaining HCS, 24 h; share of cells brighter than vehicle mean+2SD; actives 0.83% (n = 200,000); AID 2205; % tubulin-high responders, % at 10 µM;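 active means plate Z-score above 3 for both tubulin-high and condensed-nucleus cell shares, with cell loss under 80%, at 10 µM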;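 further: anti alpha tubulin signal scored within the nucleus-defined area of each cell; some results filed as inactive read as strong as hits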
Dynein cargo inh – dynein cargo transport inhibition | 3617.4 mouse cells, GR-EGFP nuclear translocation imaging; test concentration mostly 20 µM; stimulated with dexamethasone, 1 µM; active compounds read low | actives 0.47% (n = 220,000) | z-score, hits read low;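 active means plate z-score of nuclear minus cytoplasmic receptor signal below a set negative limit, without overly bright fluorescence or cell loss, cut at about -3.5 in these data, passing the limit was not always enough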;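 further: z-score of nuclear minus cytoplasmic ring GR-EGFP intensity difference per well; some compounds called inactive have numbers as strong as hits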
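Also added: dexamethasone, 1.0 µM final. Medium: tet-free, stripped-serum medium. Detection: fixed, Hoechst-stained cells imaged at 10x for EGFP. Read-out: nuclear-to-cytoplasmic GR-EGFP distribution per well. Times: induction 48 h, compound 1 h, agonist 30 min.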
human PMI inhibition – inhibitors of human PMI, primary screen, biochemical, fluorescence intensity, coupled assay (AID 1209) | purified PMI enzyme, coupled fluorescence intensity; higher % means a stronger effect | inhibition, % at 20 µM; hits with a dose series show IC50 in µM | actives 0.42% (n = 190,000); in the data active means inhibition above about 50%;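 further: plate controls were DMSO vehicle for no effect and wells lacking substrate for full effect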
b-catenin transl – beta-catenin nuclear translocation modulation | HeLa beta-catenin nuclear translocation, immunofluorescence imaging | nuclear translocation activity, % at 5 µM | actives 0.3% (n = 190,000);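 active means nuclear translocation activity above 50% at 5 µM, with a well cell count of 50 or more; inconclusive means wells under 50 cells across six images, flagged as toxic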;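 further: per-cell ratio of nuclear to cytoplasmic median beta-catenin stain intensity; plate controls were DMSO negative control for no effect and GSK-3 inhibitor IX positive control for full effect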
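System: HeLa cells, endogenous beta-catenin; compound dosing: 5 µM primary single dose, 0.1% DMSO, 0.02–20 µM confirmation series; incubation: 24 h compound exposure at 37°C, 5% CO2; signal: beta-catenin immunofluorescence imaging with DAPI; evaluation: % activation, nuclear-to-cytoplasmic median beta-catenin signal ratio per cell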
Myeloid diff 2 – myeloid differentiation induction; ER-HoxA9 myeloid progenitors, lysozyme-GFP differentiation, flow cytometry; calls only at 10 µM; actives 1% (n = 360,000); AID 624256;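 active means normalized GFP-positive differentiation at or above the plate's own cutoff, the solvent-only control mean plus 3 SD; inconclusive means no clear call, values can overlap the other calls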;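 further: cells exposed to compound for four days before flow analysis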
Lipid droplet – modulators of hepatic lipid droplet formation. AML12 mouse hepatocytes, oleate lipid droplets, BODIPY imaging. inhibition, % at 6.5 µM. actives 0.4% (n = 240,000). AID 1656;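 active means lipid droplet intensity inhibited by at least 50%, with more than 500 cells counted; inconclusive means wells with under 300 cells, treated as cytotoxic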
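Material – mouse AML12 hepatocyte cell line, fixed after treatment · Compound dosing – one dose, 6.5 µM compound · Times – compound with oleate, overnight · Measured by – Image-based BODIPY and DAPI two-channel analysis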
TNAP activators – human TNAP enzyme activators, primary screen, biochemical, luminescent, no phosphate acceptor, uHTS (AID 1001); purified TNAP, luminescent activation assay, no phosphate acceptor; higher activation fold means a stronger effect; activation fold at 20 µM, or EC50 in µM where a hit was titrated; actives 0.03% (n = 200,000); in the data active means activation fold from about 3, or a potency from the dose series; inactive means the rest, 99 in 100 with activation fold below about 1.6; further: many of its hits are not listed in these tables
Dynein cargo inh cytoplasmic EGFP – also measured in Dynein cargo inh; calls as there; z-score; measured here: cytoplasmic GR-EGFP intensity; active compounds read high
Dynein cargo inh nuclear GR-EGFP – second read-out of Dynein cargo inh, no call of its own (marks repeat the call); z-score; measured here: nuclear GR-EGFP intensity;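 lower value marks the stronger effect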
Dynein cargo inh cell count – second read-out of Dynein cargo inh, no call of its own (marks repeat the call); z-score; measured here: cell count per field
Insulin prom up cell count – recorded beside Insulin prom up, whose call it bears; cell count; measured here: cytotoxicity, nuclei count;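 total cells summed across four imaged fields per well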
Lipid droplet cells 6.5 µM – further read-out of Lipid droplet, marked with its call; cell count; measured here: cell count, cytotoxicity flag;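 cells counted across two imaged fields per well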
b-catenin transl cell count 5 µM – also measured in b-catenin transl; calls as there; cell count; measured here: cell count, cytotoxicity flag
T cell modulator vesicle-bound % – second read-out of T cell modulator, no call of its own (marks repeat the call); double positive events, %; measured here: CD8+ vesicle-bound cell fraction;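 binding gate set so that unloaded-vesicle control wells show 10% double positive cells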
MT stabilizer Hoechst-high % – second read-out of MT stabilizer, no call of its own (marks repeat the call); % Hoechst-high responders; measured here: nuclear condensation Hoechst responders;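 share of cells brighter than vehicle mean plus two SD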
MT stabilizer cytotoxicity % – also measured in MT stabilizer; calls as there; toxicity, %; measured here: cytotoxicity by cell density;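 0% = mean cell density of plate MIN control wells and 100% = no cells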
Myeloid diff 2 GFP+ MAC1+ % – second read-out of Myeloid diff 2, no call of its own (marks repeat the call); GFP+ MAC1+ double positive, %; measured here: differentiation confirmed by MAC1 staining
* hit, by the source's call; i = inactive; ? = inconclusive; · = not tested or not shown; + = active, no number.

SMILES	T cell modulator	T cell modulator vesicle-bound %	Insulin prom up	Insulin prom up cell count	MT stabilizer	MT stabilizer Hoechst-high %	MT stabilizer cytotoxicity %	Dynein cargo inh	Dynein cargo inh cytoplasmic EGFP	Dynein cargo inh nuclear GR-EGFP	Dynein cargo inh cell count	human PMI inhibition	b-catenin transl	b-catenin transl cell count 5 µM	Myeloid diff 2	Myeloid diff 2 GFP+ MAC1+ %	Lipid droplet	Lipid droplet cells 6.5 µM	TNAP activators
CN(C)CCNc1nc2sc3c(c2c(=O)n1-c1ccc(F)cc1)CCCCC3	i	27	-0.34	1404	·	·	·	-0.59	-0.28	-0.37	0.68	·	-2.2	1151	i	0.7	16	727	·
CC1CCCN(c2nc3ccccc3nc2C(C#N)C(=O)OC2CCCCC2)C1 (stereo not drawn)	·	·	1	1031	4.0	1.5	4.1	-0.43	-0.24	-0.03	0.2	2%	-2.2	669	·	·	·	·	1
COc1ccc(S(=O)(=O)N2CCOCC2)cc1NC(=O)Cn1nnc2ccccc2c1=O	i	22	-0.13	1264	4.4	1.8	20	-0.57	-0.32	0.21	0.14	9%	-0.1	1018	i	1.0	11	703	1.1
CCn1cc(C(=O)NC2CCCCCC2)c2cc(OC)c(OC)cc2c1=O	i	2	0.28	1209	3.8	2.7	6.5	-1.1	-0.14	-0.32	-0.26	18%	-1.9	1152	i	0.3	3	732	1.2
C/C(=N\O)c1ccc2c(c1)CC(C)O2 (stereo not drawn)	i	10	0.31	1291	·	·	·	0.84	-0.27	0.17	-0.84	·	-0.9	1212	i	0.7	9	738	·
CCCC1S/C(=N/N=C/c2ccc(C)cc2)N(Cc2ccc(OC)cc2)C1=O (stereo not drawn)	i	28	-0.07	1843	2.7	2.5	4.5	1.4	-0.025	1.1	-1.9	14%	1.6	1149	i	2.2	3	656	1.1
COc1ccc(Cc2nnc(NC(=O)c3ccco3)s2)cc1	i	38	0.3	1200	3.4	1.7	0.4	-0.56	-0.11	-0.011	0.56	11%	-1.1	1407	i	0.8	·	·	1.1
O=C(CN1C(=O)C2CC=CCC2C1=O)N1CCN(c2ccc([N+](=O)[O-])cc2)CC1 (stereo not drawn)	i	33	-0.21	1366	·	·	·	1.1	-0.28	0.2	0.22	·	1.3	1304	i	0.3	1	686	·
C/C(=N\NC(=O)CNc1ccc(F)cc1)c1cc2ccccc2o1	i	67	0.62	619	2.1	1.1	6.8	-0.73	-0.19	-0.22	0.73	5%	0.8	1071	+	2.3*	7	689	1
O=C(Nc1ccccc1)N(Cc1ccc(Cl)cc1)CC(O)C(F)(F)F (stereo not drawn)	i	21	·	·	4.8	1.2	9.8	0.91	-0.21	-0.44	0.25	8%	·	·	i	1.1	·	·	1.1
CCOc1ccc(NC(=O)CSc2nnc(-c3ccccn3)n2C)cc1	i	23	-1.2	1550	2.8	1.3	3.4	0.23	-0.19	0.48	-0.22	2%	-0.6	885	i	1.1	·	·	1
COC(=O)c1ccc(N/N=C/c2cc([N+](=O)[O-])cc(OC)c2O)cc1	i	48	-0.23	1429	2.6	1.9	11	-0.62	-0.097	-0.16	0.52	-20%	-1.1	1045	i	0.5	3	598	0.8
CC1(C)NC(=O)N(CC(O)COc2cc3ccccc3cc2C(=O)N2CCCCC2)C1=O (stereo not drawn)	i	44	·	·	3.1	1.7	3.8	-0.82	-0.42	-0.33	0.47	7%	-1.8	1198	i	1.0	14	676	1
S=c1[nH]nc(Nc2ccc(Cl)cc2)s1	i	54	-0.01	1302	·	·	·	-1.2	-0.21	-0.54	0.34	·	1.5	1312	i	1.0	-13	732	·
Cc1sc2ncnc(OCC(=O)N3CCN(C(=O)c4ccco4)CC3)c2c1C	i	32	-0.69	1198	2.9	2.9	5.0	-0.063	-0.22	-0.1	0.2	-5%	2.0	1000	i	1.9	-17	651	1
COCc1cc(=O)n2[nH]c(-c3ccc(C)cc3)cc2n1	·	·	0.82	754	1.4	1.1	6.5	-1.1	1.5	-0.18	0.52	19%	·	·	i	2.3	3	857	1.1
Cc1ccc(C)c(OCC(=O)Nc2ccc3c(c2)OCO3)c1	i	15	0.45	1906	3.9	1.7	7.4	-0.37	-0.15	0.028	0.13	20%	-0.2	1015	·	·	-2	582	1.1
CCOC(=O)c1ccccc1NC(=O)CSc1nnc(COc2ccccc2C)n1C	i	24	0.43	1290	1.5	0.5	19	0.98	-0.23	0.64	-0.74	13%	-0.7	1054	i	1.1	-19	693	1.1
O=C1Nc2cc(Cl)c(Cl)cc2N(O)N1c1cc(Cl)cc(Cl)c1	i	16	-0.53	1622	2.8	1.2	5.8	-1.1	-0.19	-0.45	-0.23	8%	-1.4	1374	i	8.1	·	·	1.1
O=C(COc1ccc(-n2cnnn2)cc1)NC(=O)NCc1ccccc1	i	28	-0.19	1334	1.6	2.1	7.7	-0.31	-0.2	-0.15	0.88	-2%	-1.9	925	i	1.2	·	·	1.1
O=C(CN(C(=O)c1ccc(Cl)cc1)N1C(=O)C2CCCCC2C1=O)c1ccc(Cl)cc1 (stereo not drawn)	i	7	·	·	2.9	1.6	7.3	-0.84	-0.22	-1.1	0.0061	5%	·	·	i	3.9	·	·	1
C/C(=N\NC(=O)Cn1c(-c2ccccn2)nc2ccccc21)c1cccc(O)c1	i	31	-1	1169	3.0	3.1	5.8	-0.86	-0.3	-0.49	1.1	-10%	-0.4	1116	i	0.1	5	738	1.1
CCCCNC(=S)N/N=C/c1cc(C)ccc1C	i	36	-0.16	1413	3.4	2.5	9.8	0.51	-0.25	0.38	-0.18	22%	-1.2	1138	i	0.7	-17	705	1.1
CN(C)c1ccc(-c2nnn(CC(=O)N3c4ccccc4CCc4ccccc43)n2)cc1	i	61	?	·	2.0	1.7	10	0.94	-0.2	0.098	0.2	10%	-0.5	870	i	5.6	·	·	1.1
CC(NC(=O)COc1ccc(-c2nnco2)cc1)c1ccc(Cl)cc1Cl (stereo not drawn)	i	20	0.23	1518	7.1	1.3	8.7	-0.58	-0.25	-0.26	0.11	10%	-3.3	1229	i	0.9	9	546	1.1
(continued)
SMILES	T cell modulator	T cell modulator vesicle-bound %	Insulin prom up	Insulin prom up cell count	MT stabilizer	MT stabilizer Hoechst-high %	MT stabilizer cytotoxicity %	Dynein cargo inh	Dynein cargo inh cytoplasmic EGFP	Dynein cargo inh nuclear GR-EGFP	Dynein cargo inh cell count	human PMI inhibition	b-catenin transl	b-catenin transl cell count 5 µM	Myeloid diff 2	Myeloid diff 2 GFP+ MAC1+ %	Lipid droplet	Lipid droplet cells 6.5 µM	TNAP activators
Cc1nc2c(ncn2-c2ccccc2)c(=O)n1NC(=O)CN1CCCCC1	i	15	-0.03	994	·	·	·	0.33	-0.23	-0.087	-0.13	·	-1.7	1267	i	0.5	13	681	·
Nc1nc(CSc2nnnn2-c2ccc(Cl)cc2)nc(N2CCOCC2)n1	i	33	-0.06	1610	2.9	1.5	3.2	-0.4	0.16	0.14	-0.23	-13%	2.9	1371	i	1.8	·	·	1.1
COc1cc(N/N=C(\C)c2ccc(N)cc2)nc(-c2ccccc2)n1	i	8	-0.12	1180	2.7	2.4	3.0	-0.65	-0.22	-0.72	0.8	5%	0.0	1190	i	0.1	8	679	1
CCOc1cc2[nH]c(=S)n(CCN3CCC(C)CC3)c(=O)c2cc1OCC	i	29	-0.57	1572	1.0	1.2	9.2	0.77	-0.22	0.044	0.093	-4%	-1.2	1414	i	2.1	·	·	1.1
CC(C)c1nn2c(N)c(/C=C3\C=Nc4ccccc43)c(=O)nc2s1	i	33	-0.19	1133	·	·	·	-0.56	-0.18	0.37	0.012	·	0.8	1341	i	0.8	-3	687	·
Cc1cccc(/C(N)=N/OC(=O)c2ccc(Br)o2)c1	i	37	0.11	1300	4.0	1.7	0.9	1.3	-0.31	0.21	-0.2	13%	-3.0	564	i	0.5	-3	699	1.1
CC(=O)N(C(C)=O)n1c(/C=C/c2ccc([N+](=O)[O-])cc2)nc2ccccc2c1=O	i	26	0.9	1239	4.0	2.0	11	-0.61	-0.26	-0.24	0.43	-15%	0.2	1144	i	0.1	-3	658	1.1
Cc1cnc([N+](=O)[O-])n1CCOC(=O)NC(=O)c1ccccc1Cl	i	31	0.65	1270	2.6	1.4	7.8	2.5	0.18	1.8	-1.9	-5%	-0.1	1116	i	0.4	-8	678	1.1
O=C(CNC(=O)C(c1ccccc1)c1ccccc1)OCc1ccccc1	i	29	-0.11	1489	2.4	2.2	8.4	-0.21	-0.29	0.37	0.78	11%	1.5	996	i	0.3	1	703	1.2
O=C(NCCc1nc2ccccc2[nH]1)c1ccc([N+](=O)[O-])cc1	i	60	-1.1	1376	·	·	·	0.23	-0.17	0.2	-0.48	·	1.3	1295	i	0.6	34	706	·
CN(C)S(=O)(=O)c1cccc(NC(=O)CSc2nncn2C)c1	i	37	0.54	1074	·	·	·	0.85	-0.23	0.42	-0.61	·	-0.4	1282	i	0.3	0	707	·
